MT1-MMP txn act – MT1-MMP promoter transcription activation; HT1080 MT1-MMP promoter luciferase reporter, luminescence, overnight; hits give high values; activation factor at 10 µM; actives 0.16% (n = 86,000); AID 750;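 active means activation factor of at least 2 for MT1-MMP transcription at 10 µM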
FAK inh – inhibitors of human focal adhesion kinase | Q05397 | biochemical FAK kinase activity assay | inhibition, %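 (tested at 7 µM)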 | actives 0.84% (n = 97,000) | AID 727; in the data active means inhibition above about 19%;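 further: 0% = DMSO and 100% = reference compound high control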
S1P2 antag – S1P2 (human) receptor antagonism; O95136; cell-based S1P2 antagonist assay, inhibition at 5 uM; inhibition, % at 5 µM; actives 0.21% (n = 97,000); in the data active means inhibition above about 45%;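 further: CRE beta-lactamase reporter cells expressing human S1P2 stimulated with S1P; 0% = agonist at EC80 alone and 100% = agonist plus reference antagonist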
Target sequence (O95136 whole entry, looked up): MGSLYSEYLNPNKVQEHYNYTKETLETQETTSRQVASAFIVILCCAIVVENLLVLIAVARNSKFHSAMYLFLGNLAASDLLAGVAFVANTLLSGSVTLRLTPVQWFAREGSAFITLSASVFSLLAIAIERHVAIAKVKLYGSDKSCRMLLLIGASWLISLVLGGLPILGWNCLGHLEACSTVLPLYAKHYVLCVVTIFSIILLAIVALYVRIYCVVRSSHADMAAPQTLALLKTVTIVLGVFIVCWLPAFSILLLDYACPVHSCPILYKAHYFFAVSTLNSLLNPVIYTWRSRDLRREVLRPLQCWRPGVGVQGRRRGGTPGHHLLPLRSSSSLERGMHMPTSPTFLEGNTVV
EphB4 antag – antagonists of human EphB4-ephrin-B2 interaction | EphB4 LBD / TNYL-RAW-Alexa532 peptide, fluorescence polarization | actives 0.15% (n = 97,000) | inhibition, % at 7 µM;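 active means inhibition above the screen-wide mean inhibition plus 3 SD, cut at about 15% in these data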;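 further: 0% = DMSO wells and 100% = excess unlabeled TNYL-RAW peptide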
PLK1 kinase inh – blocks human PLK1 kinase activity | inhibition, % at 10 µM | P53350 | actives 0.53% (n = 97,000) | recombinant PLK1 kinase, TR-FRET peptide phosphorylation | AID 619;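 active means inhibition of 50% or more in the single-concentration screen; inactive means inhibition below 50%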;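 further: 0% = DMSO max control and 100% = H-89 dihydrochloride min control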
Target sequence (P53350 whole entry, looked up): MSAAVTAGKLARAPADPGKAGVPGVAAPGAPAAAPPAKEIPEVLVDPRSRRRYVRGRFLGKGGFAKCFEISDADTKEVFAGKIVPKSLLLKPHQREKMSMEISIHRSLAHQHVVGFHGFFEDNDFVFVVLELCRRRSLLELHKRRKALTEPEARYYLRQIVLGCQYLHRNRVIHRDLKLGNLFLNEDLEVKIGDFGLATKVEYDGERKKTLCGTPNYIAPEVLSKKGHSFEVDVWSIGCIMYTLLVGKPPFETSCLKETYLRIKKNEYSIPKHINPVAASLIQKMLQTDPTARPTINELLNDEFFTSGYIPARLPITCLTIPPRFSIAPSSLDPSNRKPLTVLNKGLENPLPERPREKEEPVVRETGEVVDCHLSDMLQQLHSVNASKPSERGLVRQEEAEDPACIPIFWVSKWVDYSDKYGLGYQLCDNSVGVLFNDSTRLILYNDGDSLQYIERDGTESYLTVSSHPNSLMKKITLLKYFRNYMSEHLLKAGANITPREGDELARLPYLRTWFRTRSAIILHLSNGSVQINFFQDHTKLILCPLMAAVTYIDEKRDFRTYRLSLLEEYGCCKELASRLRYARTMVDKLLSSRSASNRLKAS
PLAP act – human PLAP activation | P05187 | purified PLAP enzyme, luminescent substrate read-out; hits give high values | activation fold at 20 µM | actives 1.2% (n = 96,000); in the data active means activation fold above about 2
Plk1 PBD FP – Plk1 (human) PBD binding inhibition; actives 0.13% (n = 97,000); inhibition, %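 (tested at about 20 µM)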; P53350; Plk1 PBD phosphopeptide binding, fluorescence polarization; in the data active means inhibition above about 34%, passing the limit was not always enough
HIV Rev-RRE inh – disrupts HIV-1 Rev binding to RRE RNA | P05866 | Rev peptide-RRE RNA binding, FRET | inhibition, % at 8 µM | actives 0.79% (n = 97,000);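 active means inhibition above the screen-wide mean plus 3 SD, cut at about 35% in these data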;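 further: 0% = median DMSO wells and 100% = median Neomycin B control wells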
Target sequence (P05866 whole entry, looked up): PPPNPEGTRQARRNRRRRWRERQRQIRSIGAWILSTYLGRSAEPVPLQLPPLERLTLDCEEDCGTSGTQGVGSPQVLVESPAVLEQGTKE
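Test system: Cy5-tagged RRE RNA duplex with fluorescein-tagged Rev peptide | Read-out: % inhibition of FRET ratio versus controls | Probe or stimulus: Labelled Rev peptide | Incubation: 5 min RNA-compound premix plus 15 min binding step, 25 °C | Technique: FRET fluorescence readout | Benchmarks: DMSO low control, neomycin B high control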
S1P2 agonist – S1P2 (human) receptor agonism. S1P2-expressing cell line, agonist reporter read-out. activation, % at 4.5 µM. actives 0.46% (n = 97,000). AID 729; in the data active means activation above about 16%;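 further: 0% = vehicle low control and 100% = maximal reference agonist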
The depositor's hits bear a star; . = no result given; [ ] = another dose, or the depositor's remark.

SMILES	MT1-MMP txn act	FAK inh	S1P2 antag	EphB4 antag	PLK1 kinase inh	PLAP act	Plk1 PBD FP	HIV Rev-RRE inh	S1P2 agonist
COc1cc(-c2nnc(SCC(=O)c3ccccc3)o2)cc(OC)c1OC	1.5	2	-31	-3	-10	0.9	21	0	-2
COc1ccccc1NC(=O)c1nnn(CC(=O)Nc2cccc(SC)c2)c1N	1.2	-3	9	-4	-11	1.2	2	12	-3
CC1(C)NC(=O)N(CCCCOc2ccc(Cl)cc2)C1=O	1.2	0	27	-6	-5	1	9	5	0
CC(C)CCN1CN(S(=O)(=O)c2cccs2)c2nc3ccccc3nc21	1.1	-1	-28	-2	-8	1	7	9	-3
Cn1nnnc1SCC(=O)Nc1ccccc1Cc1ccccc1	1.1	0	9	0	3	0.9	17	4	-7
Cc1ccc(SCC(=O)c2sc(-c3ccccc3)nc2C)cc1	.	0	17	2	-7	1.3	-34	19	-7
COc1ccc(Cl)cc1-c1nc(-c2ccc(NC(=O)c3ccncc3)cc2)no1	1	2	4	1	-15	.	-6	10	-4
COc1cc(N2CCCC2)c(OC)cc1/C=c1/sc2nc3ccccc3n2c1=O	1.5	2	-4	-16	-40	0.9	-262	133*[fluorescence artefact?]	-2
Cc1cc(C)n(-c2nc3ccccc3nc2N2CCCC2)n1	1.2	-1	1	3	-10	0.9	-8	3	-4
CN1C(=O)CSc2ccc(C(=O)O)cc21	1.1	3	9	-5	29	0.9	-7	1	-4
O=C(CC1=NCCNC(c2ccccc2)C1)c1ccccc1O (stereo unspecified)	1.4	3	23	0	-7	1.4	6	7	-7
CC(=O)Nc1nc(C)c(C(C)=O)s1	1	0	-25	-1	3	0.9	24	4	3
Cn1c(=O)[nH]c(=O)c2c1nc(N1CCCCC1)n2CCSc1nc2ccccc2o1	1.1	6	6	2	-3	1.1	14	5	-9
O=C(CSCc1c(F)cccc1Cl)NCc1ccco1	1.2	-1	-1	3	-23	0.9	-15	3	-1
CCOC(=O)c1c(NC(=O)Cn2nc(C(F)F)cc2C(F)F)sc(C)c1C	.	1	-9	-4	-8	1.1	-1	6	-2
CCn1c(C)nc2c1C(=O)c1ccccc1C2=O	1.1	-2	2	8	-6	1	1	4	-10
COc1ccc(-n2c(=O)c3ccccc3n(CC(=O)Nc3cc(C)on3)c2=O)cc1OC	1.2	2	20	-3	1	1.4	-7	4	-5
Cc1ccc(Cn2c(SCC(=O)NCc3ccco3)nc3ccsc3c2=O)cc1	1	3	13	3	-13	0.9	-17	8	-5
O=S(=O)(c1ccc(F)cc1)N1CC2CCCN2c2ccc(C(F)(F)F)cc21 (stereo unspecified)	.	-9	11	0	-1	0.7	0	14	-5
O=[n+]1c2c(n([O-])c3c1CCCC3)CCCCC2	1.1	-1	-24	0	-13	0.9	-15	6	-1
Cc1ccc(NC(=O)c2c(C)noc2C)cc1	1.2	0	-4	-1	-1	0.9	19	8	-4
COc1ccccc1OCc1nc(C#N)c(NCc2ccco2)o1	1	-6	-3	-1	-15	1.1	-13	4	-7
CCOC(=O)c1ccc(NC(=O)CNS(=O)(=O)c2ccccc2)cc1	1.1	-1	-17	6	-22	.	9	0	-3
Cn1c(=O)c2c(nc(CN3CCN(C(c4ccccc4)c4ccccc4)CC3)n2CC(N)=O)n(C)c1=O	1	0	-12	1	1	1.8	-9	4	-10
O=C(c1ccco1)N1CCN(C(c2ccccc2F)c2nnnn2Cc2cccs2)CC1 (stereo unspecified)	1.1	-2	7	2	-5	1.4	-2	2	-1

Six entries already listed, ordered by count of non-hydrogen atoms, rising:
SMILES	MT1-MMP txn act	FAK inh	S1P2 antag	EphB4 antag	PLK1 kinase inh	PLAP act	Plk1 PBD FP	HIV Rev-RRE inh	S1P2 agonist
CN1C(=O)CSc2ccc(C(=O)O)cc21	1.1	3	9	-5	29	0.9	-7	1	-4
O=C(CC1=NCCNC(c2ccccc2)C1)c1ccccc1O (stereo unspecified)	1.4	3	23	0	-7	1.4	6	7	-7
COc1cc(-c2nnc(SCC(=O)c3ccccc3)o2)cc(OC)c1OC	1.5	2	-31	-3	-10	0.9	21	0	-2
COc1ccccc1NC(=O)c1nnn(CC(=O)Nc2cccc(SC)c2)c1N	1.2	-3	9	-4	-11	1.2	2	12	-3
Cn1c(=O)[nH]c(=O)c2c1nc(N1CCCCC1)n2CCSc1nc2ccccc2o1	1.1	6	6	2	-3	1.1	14	5	-9
O=C(c1ccco1)N1CCN(C(c2ccccc2F)c2nnnn2Cc2cccs2)CC1 (stereo unspecified)	1.1	-2	7	2	-5	1.4	-2	2	-1

More compounds.
SMILES	MT1-MMP txn act	FAK inh	S1P2 antag	EphB4 antag	PLK1 kinase inh	PLAP act	Plk1 PBD FP	HIV Rev-RRE inh	S1P2 agonist
COc1ccc(C(CC(=O)NCc2ccco2)c2ccc(F)cc2)cc1 (stereo unspecified)	1.1	2	-2	-4	-1	0.8	5	0	-2
Cc1cccc(CCNC(=O)C2CCCN(S(=O)(=O)c3cnc[nH]3)C2)c1 (stereo unspecified)	1.1	-9	-9	2	-8	1.2	-17	-2	-3
Cc1ccc(/C=C/C(=O)Nn2cnnc2)cc1	.	-1	20	-10	-6	0.9	-24	3	-8
O=C(CSc1ccc2ccccc2c1)Nc1ccncc1	.	-1	-23	-4	1	0.8	8	6	3
CC(=O)Nc1ccc(S(=O)(=O)N2CCSCC2)cc1	.	-1	-6	1	-14	0.8	-12	7	-7
CCOC(=O)C1CCN(C/C=C/c2ccccc2OC)CC1	1	1	-5	-3	-13	1.5	-4	7	1
CCOC(=O)C1=C(NC(=O)c2ccc(Br)o2)Nc2ccccc2N=C1	.	0	9	9	-10	1.1	-8	4	-14
CCCOc1ccc(C2c3c(oc4cc(C)c(C)cc4c3=O)C(=O)N2CCCN2CCOCC2)cc1 (stereo unspecified)	1	-2	15	-3	8	1.4	-10	2	-3
CC/C(CC(C)(C)c1ccccc1)=N\O	1	-1	8	-5	-9	0.9	6	7	-3
CN(C)Cc1cc(CCNC(=O)c2ccc(Cl)cc2)ccc1O	1.1	-3	2	0	-1	1	-3	4	-2
CCOC(=O)CCSc1nc(-c2ccc3c(c2)OCO3)cc(C(F)(F)F)c1C#N	.	-2	7	-2	-35	1.1	3	17	-2
CCC1CCCCN1Cc1ccc(OC)c(C)c1 (stereo unspecified)	1.1	3	-2	1	-2	0.8	2	3	-5
O=C(NCCc1c[nH]c2ccccc12)C1Cc2ccccc2CN1C(=O)c1ccco1 (stereo unspecified)	1.1	0	0	-3	-17	1.7	-17	-1	-6
COc1ccc(Br)cc1/C(C)=N/NC1=NCCN1	1.1	1	16	-3	4	1.1	4	-12	-1
CCCc1cc(=O)[nH]c(SCc2ccc(Cl)cc2)n1	1.2	0	-8	-6	-2	1.4	-16	8	-3
CCOC(=O)c1cnc(SCC(=O)Nc2ccccc2N2CCOCC2)nc1N	1	-1	-14	2	-6	.	2	7	0
C/C(=N\OC(=O)NC1CCCCC1)c1sc(-c2ccccc2)nc1C	.	0	-9	-1	-17	1	0	5	-10
CC1(C)Cc2c(sc3c2C2=NCCN2C=N3)CO1	1.1	14	-17	1	57*	1.1	11	13	1
COc1ccc(CNC(=O)CCn2c(=O)oc3ccccc32)cc1	1.2	-8	7	-1	-2	0.9	5	1	-4
Cc1ccc(S(=O)(=O)NNC(=O)c2cc3cc4ccccc4nc3s2)cc1	.	8	4	4	-11	1.3	6	17	-4
COc1ccc(C(=O)c2ccc(OC)cc2O)c(O)c1	1.5	2	10	-4	-3	1	7	3	1
O=C1C=C(c2ccccc2)C[C@H](c2cccs2)[C@H]1n1cnc([N+](=O)[O-])c1	1.2	0	-16	-8	-11	.	16	1	-1
COc1ccccc1N1CCN(C(CNC(=O)c2ccc3c(c2)OCO3)c2cccnc2)CC1 (stereo unspecified)	1.5	9	4	-1	-14	1.2	-6	2	-1
COC(=O)CN1C(=O)C(O)(CC(=O)c2ccccc2)c2ccccc21 (stereo unspecified)	1	2	3	5	1	0.9	3	7	-1
Cc1cccc(NC(=S)NC2CC3CCC(C2)N3Cc2ccco2)c1 (stereo unspecified)	.	-6	-17	5	-7	1	10	-3	-9

Remaining list, next part.
SMILES	MT1-MMP txn act	FAK inh	S1P2 antag	EphB4 antag	PLK1 kinase inh	PLAP act	Plk1 PBD FP	HIV Rev-RRE inh	S1P2 agonist
COc1cc(OC)cc(C(=O)N2CCN=C2SCc2cccnc2)c1	1.1	6	14	-1	-14	1.8	-32	5	-5
CCCN1CCN(C(=O)c2ccc(Sc3ccc(C)cc3)c(NC(C)=O)c2)CC1	1	-5	12	0	-4	1.4	21	1	-7
O=C(NNC(=O)c1sccc1-n1cccc1)c1ccc(Cl)cc1	.	-6	16	-6	-4	1.3	21	2	-4
Cc1nn(C)c(Oc2cccc(Cl)c2)c1C(=O)Nc1ccc(F)cc1	.	1	4	7	-12	1.2	-19	11	-3
CN1CCc2[nH]c3ccc(C(=O)NN)cc3c2C1	1.1	1	2	-1	9	1	-13	8	-3
COc1ccccc1-c1nnc(SCC(=O)Nc2ccc(S(N)(=O)=O)cc2)n1C	1.2	0	-18	-2	-7	0.9	-15	0	-3
Cc1nnc(SCCC#N)n(CCC#N)c1=O	1.1	3	1	4	-4	1.4	8	12	-6
CC(=O)Nc1ncc2c(n1)CC(c1ccco1)CC2=O (stereo unspecified)	.	-2	-6	4	-1	0.8	4	15	-3
COCCNC(=O)CSc1nc2cc(OC)c(OC)cc2c(=O)n1CCC1=CCCCC1	1.2	5	-11	-5	-1	.	10	-3	-13
CCCCC(=O)Nc1ccc(Cl)cn1	1.6	5	1	-5	-13	0.9	-16	3	-4
Cc1nc(SCC(=O)Nc2ccc(F)cc2)c2oc3ccccc3c2n1	1	-18	-18	-5	-10	0.7	-31	-3	-4
CCOc1ccc(-c2nnc(NC3=NCCCCC3)o2)cc1	1	0	-6	0	-13	0.9	16	8	-5
O=C1CC(c2ccc(S(=O)(=O)NCCOc3ccccc3)cc2)CN1 (stereo unspecified)	1.1	0	-2	0	-12	0.8	-8	4	-2
O=C(CN1CCCN(S(=O)(=O)c2ccc(Br)s2)CC1)Nc1ccc(Cl)cc1	1	1	-9	-1	-5	1	-5	13	-3
CCC(=O)N1CCN(c2ccc(Cl)cc2NC(=O)c2ccc(N3CCCC3)c([N+](=O)[O-])c2)CC1	.	-1	-10	0	-5	1.4	-11	-1	-2
O=C(CCCC(=O)N(CC(=O)NC1CCCC1)Cc1ccccc1Cl)Nc1ccccn1	1.3	0	8	12	11	2*	8	10	-4
Cc1cccc(NC(=O)c2oc3c(c2C)C(=O)CC(C)(C)C3)n1	1.4	-1	-11	-5	-10	0.8	-20	7	-1
CC(C)c1ccc(NC(=O)C2CCN(S(C)(=O)=O)CC2)cc1	1.1	1	6	2	-5	1	4	-1	-1
CC1(C)CC(=O)c2cnc(NC(=O)CCc3ccccc3)nc2C1	1.1	2	17	1	-15	0.9	15	3	-7
CCn1c(SCc2ccc(C#N)cc2)nnc1-c1ccc(S(=O)(=O)N2CCCCC2)cc1	1	-3	-8	2	0	1.4	20	4	-3
C=CCNc1oc(-c2ccc(OC)cc2)nc1C#N	1.3	5	-10	-1	-9	0.9	-19	9	-2
CCc1nnc(NC(=O)[C@@H](NC(=O)c2cccc(S(=O)(=O)N3CCOCC3)c2)C(C)C)s1	1	-1	-7	-2	-12	1.1	-4	-1	-2
O=C(NCc1ccccn1)C1CC(c2ccc(F)cc2)=NO1 (stereo unspecified)	1	-1	16	9	-5	1	4	9	-8
OC(CNCc1ccco1)Cn1c2ccccc2c2ccccc21 (stereo unspecified)	1.2	1	4	1	-8	1.6	2	1	-4
Fc1ccc(OCCCCCN2CCCC2)cc1	.	-8	-2	-1	3	1.1	20	7	-3
CC(=O)c1c(C)[nH]c(C(=O)OCC(=O)NCCc2ccc(F)cc2)c1C	1.1	-1	4	2	-17	1	20	3	3
COc1ccc(CCC(=O)Nc2ccc(N3CCOCC3)cc2)cc1	.	0	11	-2	-19	1	-6	5	-5
CC(C)(C)c1[nH]nc2c1C(c1ccncc1)C(C#N)=C(N)O2 (stereo unspecified)	1.1	2	12	4	-6	1	2	-3	-4

Screens: PubChem BioAssay, several laboratories

Rows are unselected; overall some 3.9% were active at least once.
